High-throughput results deposited in PubChem by several laboratories.
NS5 inhibitors: flavivirus cap methylation enzyme inhibition – biochemical, confirmation dose response, primary screen (AID 588689); Dengue-2 NS5 methyltransferase capping enzyme assay, biochemical; higher % means a stronger effect; one-dose inhibition, % at 25 µM; IC50 in µM for titrated hits; 340,000 compounds, 0.3% hits; in the data active = a potency from the dose series
AID2073: disruptors of CaV2.2 binding to Mint1 – biochemical, HTRF (AID 2073). inhibition, % at 20 µM; hits with a dose series show IC50 in µM. HTRF protein-protein interaction, Mint1-CaV2.2; higher % means a stronger effect. 290,000 compounds, 0.19% hits; in the data active = inhibition mostly above about 51%, no sharp cut-off; note: some results filed as inactive read as strong as hits
Siah-1 displacement: blockers of Siah-1 interaction with plectin peptide – biochemical, fluorescence polarization, rhodamine-plectin, uHTS, primary screen (AID 1817). displacement, % at 20 µM; hits with a dose series show IC50 in µM. Siah-1 / rhodamine-plectin peptide fluorescence polarization; higher % means a stronger effect. 290,000 compounds, 0.02% hits;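 active = displacement of at least 50% at 20 µM, with a fluorescence ratio check between 0.3 and a set limit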;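 note: plate controls were Siah plus tracer with DMSO for no effect and tracer alone without Siah for full effect; strong numbers were not always called active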
GPR35 antagonists: inhibition of zaprinast-stimulated GPR35 beta-arrestin translocation – imaging, U2OS, beta-arrestin-GFP, zaprinast agonist, primary screen (AID 2058). U2OS GPR35 beta-arrestin-GFP translocation imaging, zaprinast antagonism; higher % means a stronger effect. one-dose inhibition, % at 10 µM; IC50 in µM for titrated hits. 290,000 compounds, 0.052% hits;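 active = inhibition of at least 50% with at least 30 cells and total cytoplasm GFP at most 10,000,000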
HIV peptide binding: cell-free HIV fusion peptide-binding blockers – biochemical, uHTS, fluorescence dequenching, primary screen (AID 1986); cell-free peptide binding, fluorescence dequenching, 30 min; higher % means a stronger effect; inhibition, % at 20 µM; hits with a dose series show IC50 in µM; 290,000 compounds, 0.3% hits; in the data active = inhibition mostly above about 52%, no sharp cut-off; inactive = mostly below about 76%; note: some results filed as inactive read as strong as hits
GPR55 beta-arrestin: GPR55 agonists via beta-arrestin recruitment, primary screen, imaging, U2OS cells, beta-arrestin-GFP redistribution (AID 1961) | 290,000 compounds, 0.048% hits | activation, % at 10 µM; hits with a dose series show EC50 in µM | U2OS GPR55 beta-arrestin-GFP redistribution imaging; higher % means a stronger effect;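 active = activation above 40% with more than 50 cells counted in the well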;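 note: U2OS osteosarcoma cells stably expressing GPR55 and beta-arrestin-GFP; plate controls were DMSO negative control for no effect and LPI positive control for full effect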
GPR55 LPI antagonism: inhibition of LPI-stimulated GPR55 beta-arrestin translocation – imaging, U2OS, beta-arrestin-GFP, LPI agonist, primary screen (AID 2013); 290,000 compounds, 0.13% hits; U2OS GPR55 beta-arrestin-GFP translocation imaging, LPI antagonism; higher % means a stronger effect; inhibition, % at 10 µM, or IC50 in µM where a hit was titrated;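 active = spots per cell inhibited over 60%, with over 100 cells counted and total cytoplasm intensity under 500,000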;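 note: U2OS cells stably carrying GPR55 and arrestin-GFP stimulated by 5 µM LPI near EC80; imaged beta-arrestin-GFP aggregate spots per cell after agonist stimulation; plate controls were LPI-stimulated DMSO wells for no effect and DMSO wells without LPI for full effect; some results filed as inactive read as strong as hits; confirmed hits need IC50 under 10 µM and bright autofluorescent wells are also inconclusive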
K1F lysis inhibition: protection from phage-mediated lysis, alamar blue read-out – E. coli UTI89, K1F phage, bacterial capsule biogenesis inhibitors (AID 488966); E. coli UTI89 K1F phage lysis, alamar blue, 2 h; higher % means a stronger effect; one-dose inhibition, % at 100 µM; IC50 in µM for titrated hits; 340,000 compounds, 0.02% hits;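 active = phage lysis inhibition, versus mean bacterial control, above a set limit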;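 note: capsule biogenesis inhibitors block K1F phage lysis so surviving cells raise fluorescence; higher fluorescence means more inhibition of phage lysis; actives were called in the ten point dose series up to 300 µM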
NTR1 ag: NTR1-driven beta-arrestin-GFP spot formation – imaging, U2OS cells, high content, primary screen (AID 493036); activation, % at 20 µM; agonist mode; P30989; 330,000 compounds, 0.17% hits;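 active = activation at or above 40% of the spot to cytoplasm intensity ratio, with at least 20 cells analyzed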;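 note: 0% = DMSO without peptide and 100% = 100 nM NTR1 peptide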
Target sequence (P30989 whole entry, looked up): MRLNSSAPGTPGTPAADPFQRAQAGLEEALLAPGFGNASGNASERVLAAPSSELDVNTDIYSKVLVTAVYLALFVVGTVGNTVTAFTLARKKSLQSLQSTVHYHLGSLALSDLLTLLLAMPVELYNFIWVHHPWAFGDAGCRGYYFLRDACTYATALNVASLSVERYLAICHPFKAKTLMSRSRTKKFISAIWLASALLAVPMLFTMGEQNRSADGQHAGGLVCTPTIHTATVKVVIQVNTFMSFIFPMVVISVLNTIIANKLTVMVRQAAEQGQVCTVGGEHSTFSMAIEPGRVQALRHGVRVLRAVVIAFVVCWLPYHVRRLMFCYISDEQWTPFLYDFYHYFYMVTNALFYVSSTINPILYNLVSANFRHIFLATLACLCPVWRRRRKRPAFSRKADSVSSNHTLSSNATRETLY
NTR1 ag cell count 20 µM: further read-out of NTR1 ag, marked with its call; cell count; measured here: cell count, cytotoxicity flag
NS5 inhibitors pilot replicate: also measured in NS5 inhibitors; calls as there; inhibition, %; measured here: pilot screen replicate inhibition
* hit, by the source's call; x = not tested or not shown; [ ] = dose if it differs, or a comment. Rows are unselected; overall some 1.2% were active at least once.

SMILES | NS5 inhibitors | AID2073 | Siah-1 displacement | GPR35 antagonists | HIV peptide binding | GPR55 beta-arrestin | GPR55 LPI antagonism | K1F lysis inhibition | NTR1 ag | NTR1 ag cell count 20 µM | others
CN(C)c1cccc(C(=O)OCC(=O)NCc2ccco2)c1 | 1% | 0% | -4% | -18% | 3.7% | 0.2% | -7% | 0.3% | -0.1 | 51
COc1ccc([N+](=O)[O-])cc1N(CC(O)CN(C)C)S(=O)(=O)c1ccccc1 (stereo unspecified) | 0% | 8% | 9% | 5% | -0.4% | 0.2% | 13% | -0.2% | -0.8 | 45
COc1ccc(C(=O)NCC(=O)OCC(=O)Nc2ccc(C)c(S(=O)(=O)N(C)C)c2)cc1OC | 3% | -1% | -1% | -13% | -0.7% | -0.1% | 0% | 0.0% | -0.3 | 48
COc1ccccc1CCc1nnc(CCC(=O)N(C)Cc2cccc3cnccc23)o1 | 2% | -7% | 0% | 0% | -1.6% | -0.1% | -12% | 0.1% | -0.4 | 80
CC(C)c1nnc(NC(=O)CCC(=O)N2CCN(c3cccc(Cl)c3)CC2)s1 | -7% | 2% | -4% | -5% | 0.6% | 0.0% | 3% | -0.1% | -0.2 | 84
O=C(NC(=S)NNC(=O)c1ccccc1[N+](=O)[O-])c1ccccc1 | -9% | 16% | -6% | 13% | 0.0% | -0.4% | 16% | -0.8% | -1.1 | 44
CC(C)N(C)CCOC(=O)c1ccc2c(c1)OCCO2 | 0% | 4% | -3% | -3% | 1.3% | -0.2% | 2% | -0.3% | -0.7 | 74
Cc1ccc(NC(=O)c2c(C(F)(F)F)nn(C)c2SCc2cccc(C(F)(F)F)c2)cc1C | -3% | -3% | 4% | 18% | -0.4% | 0.0% | 0% | 0.6% | 5.2 | 71 | NS5 inhibitors pilot replicate=0.8
O=C(NC(Cc1ccccc1)C(=O)O)/C(=C\c1ccccc1F)NC(=O)c1ccccc1 (stereo unspecified) | x | 15% | 16% | 4% | 2.3% | -0.1% | 5% | 0.6% | 1.0 | 39
CN(C)c1ccc(NC(=S)NC23CC4CC(CC(C4)C2)C3)cc1 | 2% | -20% | -1% | -3% | -1.1% | -0.3% | 1% | 3.7% | -0.1 | 42
Cc1cc(OC(=O)c2ccccc2F)c([N+](=O)[O-])c(=O)[nH]1 | -10% | 3% | -11% | 10% | -0.8% | -0.2% | -14% | 0.1% | -1.0 | 65
CC(C)NCCCCOc1ccc(Br)cc1Cl | 1% | -4% | 6% | 1% | 0.2% | 0.4% | -3% | 0.1% | -1.1 | 63
CC(NC(=O)CN(c1ccccc1F)S(C)(=O)=O)c1ccccc1 (stereo unspecified) | -1% | 10% | 10% | 12% | -0.9% | -0.2% | 9% | -1.7% | -1.0 | 64
Nc1ccc(NC(=O)CCN2CCOCC2)cc1 | -1% | -22% | -11% | 8% | -2.1% | 0.3% | 4% | 0.3% | 0.8 | 54
Cc1ccc(C(=O)NC(=S)Nc2cccc(NC(=O)c3ccccc3Cl)c2)cc1[N+](=O)[O-] | -5% | -5% | 4% | 13% | -1.0% | -0.3% | 13% | 3.7% | -1.0 | 56
C/C(CC(=O)Nc1cc(Cl)ccc1C)=N\NC(N)=O | -2% | 17% | 1% | 2% | 1.1% | 0.5% | -4% | 1.3%[50 µM] | -0.4 | 53
COc1cc(Br)cc(CN2CCN(C/C=C/c3ccccc3)CC2)c1O | -2% | -9% | 4% | 4% | 0.2% | -0.3% | 20% | 0.1% | 0.7 | 80
CSc1ccccc1NC(=O)c1ccncc1 | -3% | -12% | 0% | 7% | 1.6% | -0.1% | 16% | -1.1% | -0.2 | 59
O=C(Nc1ccc(OC(F)F)c(Cl)c1)C(c1ccccc1)c1ccccc1 | 7% | 7% | -2% | -2% | 1.2% | -0.1% | 9% | 0.2% | 2.7 | 84
CCN(CC)S(=O)(=O)N1CCC(C(=O)NCC2COc3ccccc3O2)CC1 (stereo unspecified) | -1% | -3% | -3% | 11% | -0.7% | -0.2% | 2% | -0.3% | 0.5 | 70
COc1cc(/C=N/NC(=O)CSc2nc3ccccc3n2C)cc(OC)c1OC | 0% | 7% | 8% | -5% | 2.0% | 0.2% | -9% | 9.3% | -1.3 | 37
Cc1ccc(C(=O)N/C(=C\c2ccc(-c3cccc([N+](=O)[O-])c3)o2)C(=O)NCCCN(C)C)cc1 | -15% | -4% | -10% | 21% | -1.6% | -0.1% | -5% | 0.4% | -0.9 | 68
COc1cc(NS(=O)(=O)c2cccc3nsnc23)cc(OC)c1 | 0% | -7% | 2% | 5% | -4.2% | -0.1% | 5% | 2.4% | -0.3 | 56
O=C(COC(=O)c1cccc(Br)c1)NCCc1ccc(F)cc1 | 5% | 19% | 0% | 3% | -2.1% | -0.2% | 6% | 0.3% | 5.1 | 84
CC(=O)[C@H]1[C@H](C#N)C[C@H]2[C@@H]3CC=C4C[C@@H](O)CC[C@]4(C)[C@H]3CC[C@@]21C | 4% | 5% | 4% | 0% | 0.4% | -0.1% | -3% | -0.7% | 4.4 | 47
COCCNC(=O)C(c1cccs1)N(C(=O)Cn1nnc2ccccc21)c1cccc(C)c1 (stereo unspecified) | -7% | 20% | 0% | 2% | -2.6% | -0.1% | 0% | 0.0% | -0.6 | 80
CC(C)CCNC(=O)CCCOc1ccccc1 | -3% | -2% | 1% | 8% | 0.1% | -0.1% | 17% | 0.0% | 0.5 | 59
CCCCNS(=O)(=O)c1ccc2nc(SCC(=O)c3ccc(C#N)cc3)[nH]c2c1 | -11% | 17% | 0% | 3% | 2.3% | 0.2% | 6% | -0.8% | 1.0 | 41
COc1ccc(N2C(=O)CC(NC34CC5CC(CC(C5)C3)C4)C2=O)c(OC)c1 (stereo unspecified) | -8% | 4% | 0% | 6% | 2.6% | 0.5% | 9% | 0.2%[50 µM] | 0.2 | 53
CCSc1nc2ccccc2n1S(=O)(=O)c1ccccc1 | -1% | -7% | 3% | 10% | 3.3% | -0.1% | -5% | 0.4% | -2.1 | 82
CN1CCN(C(=S)Nc2cc([N+](=O)[O-])ccc2Cl)CC1 | -8% | -5% | -3% | -1% | 1.4% | 0.2% | 0% | 0.4% | x | x
Cc1ccc(SCCN)cc1C | -1% | -12% | 11% | -16% | -1.0% | 0.2% | 1% | 0.1% | -2.5 | 85
COc1ccccc1NC(=O)/C(=C/c1cccs1)NC(=O)c1ccco1 | x | -2% | 4% | -5% | -0.2% | 0.4% | 2% | x | -0.5 | 48
CCCCOc1ccc(NC(=O)CSc2cccc3cccnc23)cc1 | 3% | 0% | 6% | -2% | -0.5% | 0.2% | 6% | 0.0% | 2.1 | 74
O=C(COC(=O)COc1ccccc1[N+](=O)[O-])Nc1ccc(S(=O)(=O)N2CCCCC2)cc1 | -1% | -2% | -8% | 22% | -0.2% | -0.2% | 7% | 0.1% | 0.2 | 74
CN(Cc1cc2ccccc2[nH]c1=O)S(=O)(=O)c1ccccc1 | -7% | -8% | -4% | 7% | -1.9% | 0.3% | 12% | 0.7% | 2.2 | 46
Cn1ncc(Br)c1NC(=O)c1cc(Cl)cc(Cl)c1 | -7% | -7% | 5% | -4% | 0.4% | -0.1% | 9% | 0.1% | -0.4 | 42
COc1ccc(CNC(=O)C(OC(=O)c2ccco2)c2ccc(F)cc2)cc1 (stereo unspecified) | -7% | -1% | 12% | 1% | 0.2% | -0.2% | 9% | -0.2% | -0.4 | 63
O=c1c(Cc2ccc(F)cc2)c(O)ccn1C1CCCCC1 | 5% | 5% | 5% | 1% | -0.2% | 0.8% | 3% | 0.0% | -0.5 | 50
Cc1ccc(-n2nc3c(=O)n(CCCC(=O)NCCc4ccccc4C)nc(C)c3c2C)cc1 | -7% | -2% | -4% | -14% | 0.2% | 0.2% | -4% | -0.1% | 0.2 | 68
Cc1cc(C)n2nc(C(=O)N/N=C/C=C/c3ccccc3)nc2n1 | x | -1% | -3% | -8% | -0.7% | -0.1% | 4% | x | 0.8 | 67
CCc1[nH]nc(C(=O)N2CCCC(C(=O)c3cccc(C(F)(F)F)c3)C2)c1C (stereo unspecified) | -1% | 4% | -6% | -5% | -1.4% | -0.1% | -22% | -0.4% | 0.0 | 48
COC(=O)/C(=C\C(=O)c1ccccc1)Nc1ccc(OC)cc1 | 2% | -10% | 7% | 3% | -2.1% | -0.2% | 2% | -0.9% | -0.3 | 49
COc1ccccc1-c1nnc(SCC(=O)N2CCOCC2)n1-c1ccccc1 | -6% | 2% | -1% | 26% | -0.2% | 0.3% | 2% | 0.3% | 1.4 | 64
O=S(=O)(/N=C(/Nc1cccc2ccccc12)c1ccccc1)c1cccs1 | 1% | -1% | -1% | 6% | -2.9% | -0.2% | 12% | -0.3% | 0.3 | 47
Cc1ccc(C)c(N2CCN(C(=O)c3ccc(CSc4nc5ccncc5[nH]4)cc3)CC2)c1 | -2% | 0% | 1% | 26% | -1.6% | -0.3% | 15% | 9.7% | 6.7 | 56
CC(C)N(C(=S)NC1CC2CCC1C2)c1ccccc1 (stereo unspecified) | -9% | 2% | 4% | -12% | 0.6% | 0.2% | -12% | -0.5% | 0.9 | 39
CC(C)CC(=O)NC(c1ccccc1Cl)c1c(O)ccc2ccccc12 (stereo unspecified) | -5% | 10% | -3% | 9% | 0.9% | 0.2% | 6% | 3.5% | 7.3 | 42
CC12CC(O)C3c4ccc(O)cc4CCC3C1CCC2=O (stereo unspecified) | -7% | 5% | 10% | 20% | 0.0% | -0.1% | -1% | -0.4% | 1.0 | 36
O=C(CSc1ncn[nH]1)NCc1ccc2c(c1)OCO2 | -6% | 9% | 2% | -3% | 1.0% | 0.7% | 1% | 0.3% | 0.3 | 64
O=C(Nc1cccc(-c2nn[nH]n2)c1)c1cccs1 | -5% | 8% | 5% | 12% | 2.7% | 0.0% | 2% | -0.2% | 0.7 | 63
